Bioassay records as filed in PubChem.
NPYLR7 ag: activates Aedes aegypti NPYLR7 receptor. AID 1259423. HEK293T NPYLR7/Galpha15, GCaMP6s calcium fluorescence. 270,000 compounds, 0.15% hits. activation, % at 10 µM; in the data active means activation above about 40%;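 further: 0% = vehicle and 100% = reference agonist at the receptor; some compounds past the cut are filed as inactive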
mcGAS inh: mouse cGAS inhibition by luminescence. recombinant cGAS, Kinase-Glo ATP depletion luminescence. 160,000 compounds, 0.15% hits. AID 1259399. inhibition, % at 12.5 µM;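 further: 0% = negative control wells and 100% = reference inhibitor with no enzyme activity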
hcGAS inh: inhibitors of human cGAS | Q8N884 | recombinant h-cGAS, ATP depletion, Kinase-Glo luminescence | inhibition, % at 12.5 µM | 290,000 compounds, 0.081% hits | AID 1259398;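 further: 0% = vehicle reaction and 100% = reaction without DNA for no activity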
Target sequence (Q8N884 whole entry, looked up): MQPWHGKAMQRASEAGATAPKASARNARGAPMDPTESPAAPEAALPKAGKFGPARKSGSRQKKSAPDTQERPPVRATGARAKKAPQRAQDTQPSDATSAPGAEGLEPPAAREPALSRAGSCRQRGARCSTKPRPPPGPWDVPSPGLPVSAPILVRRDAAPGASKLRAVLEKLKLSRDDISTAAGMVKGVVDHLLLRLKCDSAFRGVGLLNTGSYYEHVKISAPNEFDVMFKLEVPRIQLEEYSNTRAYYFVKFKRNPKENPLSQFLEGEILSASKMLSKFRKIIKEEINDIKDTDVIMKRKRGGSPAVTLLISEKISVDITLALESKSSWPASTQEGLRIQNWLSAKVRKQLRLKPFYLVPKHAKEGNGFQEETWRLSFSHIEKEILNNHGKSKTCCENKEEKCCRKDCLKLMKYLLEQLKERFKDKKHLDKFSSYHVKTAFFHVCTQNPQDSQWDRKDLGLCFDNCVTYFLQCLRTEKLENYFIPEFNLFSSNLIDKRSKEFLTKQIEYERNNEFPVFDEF
* marks the source's active call; other numbers are inactive results; · = not tested or not shown; & = joins results of further samples. Unless noted, no stated cut-off is given here; in the data, active means inhibition above about 40%; inactive means the rest.

SMILES | NPYLR7 ag | mcGAS inh | hcGAS inh
COc1ccc2cc(C3CN(C(=O)COC(C)C)CCO3)ccc2c1 (stereo not given) | -6.1 | · | -8.1
Cc1ccc2oc(CN(C(=O)c3ccc(Cl)cc3Cl)C(C)C)nc2c1 | 4.5 | 3.1 | 4.2
C=CCn1c(=NC(=O)c2ccc(Cl)s2)sc2cc(S(N)(=O)=O)ccc21 | 5.0 | · | -10.2
CC(C)CNCc1noc2c1CSc1ccccc1-2 | -1.3 | · | -2.1
Clc1ccc2nc(N/N=C\c3ccc4cccnc4c3)nc(-c3ccccc3)c2c1 | -4.3 | -7.9 | -3.4
Cc1ccc(F)cc1C(=O)N1CCN(C(c2ccccc2)c2ccc(Br)cc2)CC1 (stereo not given) | 4.9 | -3.0 | 0.1
COc1ccc(CCN(C)S(=O)(=O)c2ccc(OC)c(N3CCN(S(=O)(=O)c4cc(C)ccc4C)CC3)c2)cc1OC | 6.8 | 2.7 | 7.0
CCOC(=O)C1C(=O)C=C(c2cccs2)CC1c1cccc(OC)c1 (stereo not given) | 15.8 | -4.4 | -5.9
Cc1csc(NC(=O)c2cc(-c3ccccc3)n(C3CCS(=O)(=O)C3)n2)n1 (stereo not given) | -2.3 | -6.7 | -7.1
O=C(c1ccc2cc[nH]c2c1)N1CCOC(c2ccccc2)C1 (stereo not given) | 2.8 | 0.2 | 1.6
O=C(c1ccc(-c2ccccc2)cc1)C1CCCN(Cc2ccncc2)C1 (stereo not given) | 5.9 | -5.3 | -3.3
CCN(CCn1cccn1)C(=O)CC1C(=O)NCCN1Cc1ccccc1C (stereo not given) | 11.0 | · | -6.4
CC(C)C(NC(=O)c1cccc(F)c1)c1ccc2c(c1)OCCCO2 (stereo not given) | 3.4 | · | 0.3
COc1ccc(S(=O)(=O)CCC(=O)Nc2nnc(-c3cc(C)n(C)n3)o2)cc1 | -9.6 | -7.1 | -3.0
Cc1cc(NC(=O)COC(=O)CCS(=O)(=O)c2ccccc2Cl)no1 | -4.7 | · | -6.1
CS(=O)(=O)N(C1CCOCC1)C1CCN(C(=O)CC2CCCC2)CC1 | · | -0.4 | 2.9
COc1ccc(C2=NC(=Cc3ccc(OC(F)F)c(OC)c3)C(=O)O2)cc1OC | -10.8 | · | -10.4
O=C(O)CC1CCCc2ccccc2C1O (stereo not given) | 4.4 | -3.4 | -7.4
CCOC(=O)c1ccccc1NC(=O)c1sc2ccccc2c1Cl | -4.6 | -1.0 | -0.2
CNc1nc2cnc(-c3ccccc3)cc2n1Cc1ccccc1 | -2.0 | -5.4 | 0.1
CC(C)CN(Cc1cccc(Cl)c1)C(=O)[C@@H]1C[C@@H](O)CN1 | 19.5 | -19.3 | -7.1
CCOc1ccnc(N(C)Cc2noc(CC)n2)n1 | -4.2 | · | -5.2
CCN(CC)S(=O)(=O)c1ccc2c(c1)nc(SCc1cc(F)ccc1F)n2C(C)C | 3.2 | -6.3 | -4.7
COCCn1c(O)c(C(C)=Nc2ccnn2C2CCCCC2)c(=O)[nH]c1=S | 5.9 | · | -6.9

Arranged by heavy-atom count (lowest first): some entries from above
SMILES | NPYLR7 ag | mcGAS inh | hcGAS inh
CCOc1ccnc(N(C)Cc2noc(CC)n2)n1 | -4.2 | · | -5.2
CC(C)CN(Cc1cccc(Cl)c1)C(=O)[C@@H]1C[C@@H](O)CN1 | 19.5 | -19.3 | -7.1
CCOC(=O)c1ccccc1NC(=O)c1sc2ccccc2c1Cl | -4.6 | -1.0 | -0.2
CS(=O)(=O)N(C1CCOCC1)C1CCN(C(=O)CC2CCCC2)CC1 | · | -0.4 | 2.9
COCCn1c(O)c(C(C)=Nc2ccnn2C2CCCCC2)c(=O)[nH]c1=S | 5.9 | · | -6.9
CCN(CC)S(=O)(=O)c1ccc2c(c1)nc(SCc1cc(F)ccc1F)n2C(C)C | 3.2 | -6.3 | -4.7

Reformatted with tabs: part of the list above
smiles	NPYLR7 ag	mcGAS inh	hcGAS inh
CNc1nc2cnc(-c3ccccc3)cc2n1Cc1ccccc1	-2.0	-5.4	0.1
CC(C)CN(Cc1cccc(Cl)c1)C(=O)[C@@H]1C[C@@H](O)CN1	19.5	-19.3	-7.1

Additional compounds.
SMILES | NPYLR7 ag | mcGAS inh | hcGAS inh
COCCOc1nc(-c2ccc(C)cc2)n(-c2ccc(NC(=O)C3C[C@H]3c3ccccc3)cc2)n1 (stereo not given in full) | 23.7 | -6.2 | -3.2
O=C(c1cccs1)N(Cc1ccco1)Cc1nccn1Cc1ccc(Cl)cc1Cl | 12.9 | -5.3 | -5.9
O=C(NCCN1CCOCC1)C1CC1(c1ccccc1)c1ccccc1 (stereo not given) | -4.5 | · | -1.7
CC(c1ccccc1)N1CCN(C(=O)Nc2c(F)cc(F)cc2F)CC1 (stereo not given) | 26.0 | -6.2 | -5.6
Fc1cc(F)c(F)c(SCc2csc(Cc3ccc4c(c3)OCO4)n2)c1F | 24.3 | -4.5 | -3.4
CC(=O)NC(Cc1ccccc1F)C(=O)N1CCOC(COc2ccc3c(c2)CCCC3)C1 (stereo not given) | 20.5 | · | -3.9
OC(CN(Cc1ccccc1)Cc1ccccn1)c1cccs1 (stereo not given) | 0.6 | · | -4.5
Cc1ccc(C(=O)N2CCN(S(=O)(=O)c3ccc(Cl)s3)CC2)o1 | 15.0 | · | -10.3
C(=C\c1ccco1)/CN1CCC(c2ccncc2)CC1 | 0.1 | · | -1.9
CN(C(=O)c1ccc(C(C)(C)C)cc1)C1CCCCC1O (stereo not given) | -8.1 | -6.9 | 0.6
CCOc1cc2c(cc1CN1CC[C@H](CO)[C@@H](O)C1)CCC2 | 6.7 | · | -7.6
O=C(OC1CCOC1=O)c1cccnc1SC1CCOC1=O (stereo not given) | 12.3 | -4.4 | -5.1
O=C(NCCCN1CCCC1=O)C(=O)Nc1cc2c3c(c1)CCN3C(=O)CC2 | 12.3 | · | -9.0
N=c1oc2ccc3ccccc3c2cc1C(=O)Nc1ccccc1 | -2.1 | -4.8 | 0.6
Cc1ccc(C(=O)Oc2coc(CSc3ncccn3)cc2=O)cc1C | -9.5 | -2.7 | -3.0
COc1ccc(C(=O)N(Cc2cccnc2)c2nc3ccc(Cl)cc3s2)cc1OC | -23.8 | -0.8 | -0.2
CCC(C)NC(=O)c1cccc([N+](=O)[O-])c1C (stereo not given) | 0.7 | · | -0.1
COc1cc2c(cc1OC)C1CN(C(=O)c3cc(C(C)(C)C)nn3Cc3ccccc3)CC(=O)N1CC2 (stereo not given) | -9.3 | 2.3 | -0.1
COC(C)(C)CC(C)NCCn1ncc2ccccc2c1=O (stereo not given) | 10.6 | -12.4 | -5.8
O=C(CN1Cc2ccc(N3CCOCC3)nc2C1=O)NCC1CC1 | 10.7 | -4.5 | -3.4
CSC1CCC(NC(=O)c2ccccc2NCc2cccnc2)C1 (stereo not given) | 1.8 | · | 7.9
Cc1ccc(C(=O)NS(=O)(=O)c2cc(Cl)ccc2Cl)c(=O)[nH]1 | -2.0 | -16.8 | -6.0
Cc1cn2c3c(=O)n(Cc4ccccc4)c(=O)n(C)c3nc2n1C1CCCC1 | 8.1 | -9.3 | -7.4
CC(Sc1nnc(Cn2c(=O)sc3ccccc32)n1C)c1ccccc1 (stereo not given) | 8.1 | · | -0.9
CCCCN1CC(c2nc3ccccc3n2CCOc2ccccc2OC)CC1=O (stereo not given) | -0.2 | 0.9 | -1.0
CC(C)CC1NC2(CCN(C(=O)C3CCCC3)CC2)N(CC(C)C)C1=O (stereo not given) | 2.4 | · | -6.6
Cn1c(CN2CCC(N)(C(=O)O)C2)cc2ccccc21 (stereo not given) | · | -13.1 | -9.8
CCC1CN(Cc2c(Cl)cncc2Cl)CCN1C(C)C (stereo not given) | -2.8 | · | -3.6
Cc1ncc(C(=O)N2CCCC3(CC2)CN(C)C(=O)O3)c(-c2ccccc2)n1 (stereo not given) | 1.3 | · | -1.1
CN(CC12CC3CC(CC(C3)C1)C2)C(=O)CCc1cnccn1 | · | -10.8 | -2.4
CC(C)c1cccc(N(C)S(=O)(=O)c2cccc(C(=O)O)c2)c1 | 3.1 | · | -3.9
COC(=O)c1cccc(NC(=S)N[C@H]2CO[C@H]3[C@@H]2OC[C@@H]3n2cc(-c3ccccc3)nn2)c1 | -7.2 | -7.2 | -7.2
CCOC(=O)[C@@H]1CN(C(=O)c2ccc3c(c2)OCO3)[C@H]2c3ccc(OC)cc3O[C@@H]12 | -0.9 | -6.2 | -6.8
CCc1cc(S(=O)(=O)N2CCN(c3ccccc3C)CC2)ccc1OC | -0.9 | · | -10.3
COc1cccc(Cn2ccnc2CN(Cc2cccnc2)C(=O)c2cccc(OC)c2)c1 | 5.0 | -2.7 | 3.0
Cc1ccccc1OCC(O)CN(C)Cc1ccc(N2CCCCC2)cc1 (stereo not given) | -2.4 | · | 12.7

Taken from the listing (five entries):
SMILES | NPYLR7 ag | mcGAS inh | hcGAS inh
COC(=O)c1cccc(NC(=S)N[C@H]2CO[C@H]3[C@@H]2OC[C@@H]3n2cc(-c3ccccc3)nn2)c1 | -7.2 | -7.2 | -7.2
CCOC(=O)[C@@H]1CN(C(=O)c2ccc3c(c2)OCO3)[C@H]2c3ccc(OC)cc3O[C@@H]12 | -0.9 | -6.2 | -6.8
CCc1cc(S(=O)(=O)N2CCN(c3ccccc3C)CC2)ccc1OC | -0.9 | · | -10.3
COc1cccc(Cn2ccnc2CN(Cc2cccnc2)C(=O)c2cccc(OC)c2)c1 | 5.0 | -2.7 | 3.0
Cc1ccccc1OCC(O)CN(C)Cc1ccc(N2CCCCC2)cc1 (stereo not given) | -2.4 | · | 12.7

(list continues)
SMILES | NPYLR7 ag | mcGAS inh | hcGAS inh
CC(NC(=O)CCc1nnc(C2(c3ccc(Cl)cc3)CCC2)o1)c1ccccc1 (stereo not given) | -1.4 | · | -2.9
Cc1ccccc1OCC(=O)OCc1cc(-c2cc3ccccc3o2)on1 | -1.4 | · | -3.5
C#CCOc1cc(F)ccc1NC(=O)C1CCS(=O)(=O)C1 (stereo not given) | 4.7 | · | -5.0
CCOC(=O)CCc1c(C)nc2ncnn2c1N1CCN(S(=O)(=O)c2cn(C)cn2)CC1 | 6.0 | -3.8 | -0.7
Cc1cc(C(=O)Nc2cc(C)nn2-c2nc3c(F)cccc3s2)on1 | -6.2 | -8.6 | -3.9
Cc1c(C(=O)NCCC#N)sc(=O)n1Cc1ccccc1F | 0.1 | · | 0.3
CO[C@H]1CN(C(=O)c2ccc3c(c2)OCCCO3)[C@H]2Cc3c(oc4ccccc34)[C@@H]1C2 | 21.8 | -9.7 | -3.7
Cc1ccc(CN(Cc2ccc(F)cc2)C(=O)CN(CCN2CCOCC2)C(=O)CCc2ccccc2)o1 | -2.6 | -2.0 | 1.7
Cc1[nH]n(-c2nc3ccccc3s2)c(=O)c1C(c1cccc([N+](=O)[O-])c1)C(C#N)C#N (stereo not given) | -2.7 | · | -3.7
CC(C)c1nc(CNC(=O)CCCn2nnnc2CN2CCOCC2)cs1 | -3.2 | -5.0 | -7.9
COC1CCN(C(=O)CC(C)C)CC(=O)N(C)c2ccccc21 (stereo not given) | 2.6 | -3.2 | 1.8
Cn1cc(CN2CCCC(c3nc4ccccc4[nH]3)C2)c(-c2ccccc2F)n1 (stereo not given) | 5.6 | -10.7 | -7.0
COc1cc(/C=C2/C(=O)N(CC(C)C)C(=S)N2C)ccc1O | 6.3 | -8.5 | -13.0
O=C(Nc1cccc(F)c1)N1CCSC1c1ccccc1F (stereo not given) | 4.5 | -1.7 | -3.1
CCCC(=O)Nn1cnc2c(cnn2-c2ccc(C)c(C)c2)c1=O | 2.2 | · | -7.1
CCC(=O)N(CC(C)C)C1CCS(=O)(=O)C1 (stereo not given) | 0.2 | · | -6.6
CSc1nc2sc(C)c(C)c2c(=O)n1C | 1.2 | -3.4 | 2.8
COCCN(CC(F)(F)F)C(=O)c1cc2cccc(F)c2o1 | 3.9 | -11.1 | -3.9
O=C(CC1OC(=O)c2ccccc21)Nc1cccc2cccnc12 (stereo not given) | 11.7 | -2.4 | -1.0
COc1cccc(C2NC(=O)N(C)C3=C2C(=O)N(CC(=O)NCc2ccco2)C3)c1OC (stereo not given) | -2.9 | 1.7 | 2.6
CCOC(=O)N1CCN(C(c2ccc(F)cc2)C2Sc3ncnn3C2=O)CC1 (stereo not given) | -2.9 | -1.1 | 2.2
CCN1CCCC(CNC(=O)c2cccc(S(C)(=O)=O)c2)C1 (stereo not given) | 18.9 | -9.8 | -4.0
COC(=O)c1ccccc1C#Cc1ccccc1C(=O)OC | -1.5 | · | -5.3
CC(=O)Nc1ccc(N2C(=O)CSC2c2ccc(F)cc2)cc1 (stereo not given) | -1.3 | · | -0.3
C=CC[C@@H]1CC=C[C@@H](C)N1Cc1nc(-c2ccc3c(c2)OCO3)no1 | 0.8&-5.0 | · | -9.1&2.4
Cc1ccc(NS(=O)(=O)N2CC(C)OCC2C)cc1S(=O)(=O)N1CCOCC1 (stereo not given) | 5.0 | · | -8.2
